Mtb RmlCD inh: blocks M. tuberculosis RmlC and RmlD coupled enzymes; actives 0.03% (n = 160,000); P9WH09+P9WH11; AID 1533; RmlC+RmlD coupled enzyme assay, percent inhibition; primary screen in compound mixtures; inhibition, % at 3.6 µM; in the data active = inhibition mostly above about 34%, no sharp cut-off; also: some results filed as inactive read as strong as hits
Target sequence (P9WH09 whole entry, looked up): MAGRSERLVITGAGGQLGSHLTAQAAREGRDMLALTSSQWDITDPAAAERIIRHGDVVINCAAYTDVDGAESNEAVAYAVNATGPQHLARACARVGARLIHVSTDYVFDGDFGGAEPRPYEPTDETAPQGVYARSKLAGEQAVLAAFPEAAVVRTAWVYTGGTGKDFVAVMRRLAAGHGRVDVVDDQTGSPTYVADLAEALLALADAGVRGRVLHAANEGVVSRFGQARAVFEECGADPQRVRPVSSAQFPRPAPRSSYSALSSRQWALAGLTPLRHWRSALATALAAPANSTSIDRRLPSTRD
Target sequence (P9WH11 whole entry, looked up): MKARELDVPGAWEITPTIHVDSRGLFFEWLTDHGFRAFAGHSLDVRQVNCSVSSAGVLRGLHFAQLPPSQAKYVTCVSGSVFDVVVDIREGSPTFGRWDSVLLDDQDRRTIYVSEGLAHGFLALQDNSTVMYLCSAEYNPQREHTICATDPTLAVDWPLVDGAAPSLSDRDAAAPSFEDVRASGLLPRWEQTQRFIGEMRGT
GlmU inhibition: inhibition of mycobacterial GlmU enzyme – biochemical, glucosamine-1-phosphate acetyltransferase (AID 1376); inhibition, %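 (tested at 30 µM in the primary screen)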; hits with a dose series show IC50 in µM; actives 0.25% (n = 220,000); M. tuberculosis GlmU acetyltransferase enzyme assay; higher % means a stronger effect; in the data active = inhibition above about 13%;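 also: 0% = complete reaction with vehicle and 100% = reaction without substrate; strong numbers were not always called active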
Starred values were filed as active, the others as inactive; · = not tested or not shown.

SMILES | Mtb RmlCD inh | GlmU inhibition
COC(=O)N1N=C(c2ccccc2)CC1(O)C(F)(F)F (centres undefined) | · | -18.3%
O=c1cn[nH]c2ccccc12 | 11.5 | -2.3%
Cc1cccc(-n2ncc3c(N4CCCC4)ncnc32)c1 | · | 2.0%
CC(C)C(=O)N1CCN(c2ccc(NC(=O)c3cccs3)cc2)CC1 | -13.5 | -0.1%
Cc1sc2nc(SCC(=O)N3CCCCC3)[nH]c(=O)c2c1C | · | 4.3%
C/C=C\C(=O)Nc1cccc(C2=NOC3(C2)C[C@H](C(N)=O)N(C(=O)[C@H]2CCC(=O)N2)C3)c1 (some centres undefined) | · | 4.0%
CC(=O)Nc1ccc(NC(=O)C(C)OC(=O)c2ccc3c(c2)OCCO3)cc1 (centres undefined) | 1.0 | 1.9%
Nn1c(SCC(=O)NCCC2=CCCCC2)nnc1C1CCCCC1 | 3.8 | -3.0%
CC(C)n1c(=O)c(C=Nc2ccc(Br)cc2)c(O)n(Cc2ccco2)c1=O | -2.0 | -5.7%
CC(=O)c1ccc(NC(=O)COc2ccccc2C(=O)Nc2ccc(C)cn2)cc1 | · | -3.9%
CCC1CCCCN1C(=O)c1nn2cccnc2c1Cl (centres undefined) | · | -3.7%
COc1ccc(C2C(C#N)=C(N)Oc3n[nH]c(C)c32)cc1Cn1nc(C)c([N+](=O)[O-])c1C (centres undefined) | 11.0 | 1.2%
O=C(NNS(=O)(=O)c1ccc(Cl)cc1)c1cc(-c2ccccc2)nc2ccccc12 | 4.8 | 3.0%
O=C(c1cc(-c2ccc3c(c2)OCO3)on1)N1CCN(c2ccccc2)CC1 | -6.2 | 0.9%
CCc1nc2oc3ccccc3c(=O)c2c(=O)n1-c1ccc(C)cc1 | 0.3 | 0.7%
O=C(Oc1c(-c2ccccc2)c(=O)n2c3c(cccc13)CC2)c1cccc([N+](=O)[O-])c1 | 4.9 | 0.8%
Cc1csc(NC(=O)C2CCN(S(=O)(=O)c3ccc4c(c3)oc(=O)n4C)CC2)n1 | · | -9.5%
COc1ccc(-c2cc(C(F)(F)F)n3nc(C(=O)N4CCCC4)cc3n2)cc1 | -9.4 | 0.1%
Cc1ccc(N=Cc2nc(/C=C/c3cccc([N+](=O)[O-])c3)oc2O)cc1 | -3.1 | -2.1%
O=C(NC12CC3CC(CC(C3)C1)C2)c1cc2nc(-c3ccco3)cc(C(F)(F)F)n2n1 | -5.3 | -5.6%
COc1ccccc1C1=Nn2c(nnc2C2CCCCC2)SC1 | -7.7 | 2.3%
COc1ccc(C(=O)NNC(=O)c2ccc(C)cc2)cc1S(=O)(=O)N1CCCC1 | 4.8 | 1.6%
Cc1cccc(N2CC(C(=O)Nc3ccc4c(c3)OCO4)CC2=O)c1C (centres undefined) | -3.7 | 9.2%
COc1cc(C2=NOC(C(=O)Nc3ccc(C)cc3)C2)cc(OC)c1OC (centres undefined) | · | 4.7%
CCS(=O)(=O)NCc1cn2ccsc2n1 | -0.3 | -2.0%
Cc1ccc(OCCOC(=O)Nc2ccccc2)cc1 | -1.6 | 4.8%
Cc1cc(C)c2[nH]c(=O)c(CN(CC3CCCO3)C(=S)Nc3ccccc3)cc2c1 (centres undefined) | 2.2 | 2.9%
CC(C)COc1ccc(C(=O)Nc2ccc(SC(F)F)cc2)cc1 | -10.0 | -0.2%
Cc1cc(C)n2nc(N)c(N=Nc3cccc(Cl)c3)c2n1 | -18.4 | -2.6%
Cc1ccc(/C=C/C(=O)Nc2sc3c(c2C#N)CCCC3)o1 | 4.9 | 0.8%
O=C1CC(N2CCC(c3nc4ccccc4o3)CC2)C(=O)N1 (centres undefined) | 9.3 | 2.8%
O=C(O)COc1ccc(Oc2ccccc2)cc1 | 6.6 | 2.3%
COc1cc(/C=C(\C#N)c2ccccn2)ccc1OCC(=O)Nc1cccc(C(F)(F)F)c1 | 5.9 | -3.9%
Cc1nn(CCC(N)=S)c2nc(-c3cccs3)cc(C(F)(F)F)c12 | · | 1.7%
O=C(NC1CCCC1)C(c1ccc(Cl)cc1)N1CCOCC1 (centres undefined) | · | 1.6%
COCCN1Cc2cccc(C(=O)NCc3cccnc3)c2C1=O | -6.6 | 1.5%
Cc1ccc(S(=O)(=O)CCSc2nc(C)cc(C(F)(F)F)c2C#N)cc1 | -9.2 | -2.3%
CCN(C(=O)CN1C(=S)NC(C)(C)CC1C)c1ccc(C)c(C)c1 (centres undefined) | -5.2 | -2.5%
O=C1N=c2ccccc2=C1c1sc(NS(=O)(=O)Cc2ccccc2)nc1O | -7.3 | 5.6%
N#C/C(C(=O)NCc1ccccc1)=C1/N=C(NC(=O)c2ccco2)c2ccccc21 | -3.1 | 3.0%
NC(=O)c1c(C(F)(F)F)cc(-c2ccccc2)nc1NCCO | 5.6 | 4.9%
O=[N+]([O-])c1ccccc1CSc1nnc2ccccn12 | 1.1 | -4.0%
CC1(C)Cc2cccc(OCC(=O)Nc3cc(C(F)(F)F)ccc3N3CCOCC3)c2O1 | -4.8 | 1.5%
NS(=O)(=O)c1ccc(CCNC(=O)CSc2nc3ccsc3c(=O)n2CC2CCC(C(=O)O)CC2)cc1 (centres undefined) | -3.5 | -0.3%
O=C(c1cccs1)N1N=C(c2ccccc2)CC1c1ccccc1O (centres undefined) | 7.1 | -7.9%
CCc1cccc(NC(=O)C2CCCN(S(=O)(=O)c3c(C)[nH]c(=O)[nH]c3=O)C2)c1 (centres undefined) | 11.1 | 1.8%
COc1ccc(CNN2CCCCC2C(=O)Nc2ccc(OC)c(OCC(C)C)c2)cc1OC (centres undefined) | · | -4.4%
Fc1ccccc1C1c2cccn2CCN1C(=S)Nc1cccc(Br)c1 (centres undefined) | 5.9 | 4.9%
CCNc1nc(NC(C)C)nc(N(C#N)CC(=O)OC)n1 | -0.4 | 6.9%
CCN1CCN(C(CNS(=O)(=O)c2ccc(OC)cc2)c2cccnc2)CC1 (centres undefined) | 7.0 | 0.5%

More entries follow.
SMILES | Mtb RmlCD inh | GlmU inhibition
CN1CCN(NC(=O)c2cccs2)CC1 | -16.2 | -1.6%
O=c1c(-c2ccco2)[n+]([O-])c2ccccc2n1OCc1ccccc1[N+](=O)[O-] | 4.8 | 1.5%
COC(=O)c1ccc(=O)n(-c2ccc(OC)cc2)c1 | -8.6 | 2.4%
CC(=O)N1CCC2(CC1)CC(=O)c1cc(OCC(=O)N3CCOCC3)ccc1O2 | -2.2 | -1.7%
CCOc1ccc(C(=O)Nc2cc(=O)n(C)c(=O)n2C)cc1 | · | 3.4%
Cc1ccc(C)c(S(=O)(=O)Nc2ccc(O)c(C(=O)O)c2)c1 | 4.2 | -0.8%
COc1ccc(-n2nnc3c(=O)n(Cc4ccccc4C)cnc32)cc1 | -12.8 | 4.8%
COc1cccc(-c2noc(CCCC(=O)N3CCOCC3)n2)c1 | 1.9 | 3.9%
Cc1cccc(C(=O)Nc2sc(-c3ccccc3)cc2C(=O)O)c1 | -6.3 | 7.2%
COc1cc2c(cc1OC)C(C(=O)N1CCCC1)C(c1ccccc1F)N(C)C2=O (centres undefined) | · | -4.3%

The last four compounds of the part above open the next one.
SMILES | Mtb RmlCD inh | GlmU inhibition
COc1ccc(-n2nnc3c(=O)n(Cc4ccccc4C)cnc32)cc1 | -12.8 | 4.8%
COc1cccc(-c2noc(CCCC(=O)N3CCOCC3)n2)c1 | 1.9 | 3.9%
Cc1cccc(C(=O)Nc2sc(-c3ccccc3)cc2C(=O)O)c1 | -6.3 | 7.2%
COc1cc2c(cc1OC)C(C(=O)N1CCCC1)C(c1ccccc1F)N(C)C2=O (centres undefined) | · | -4.3%
C=CCOc1c(CNn2nnnc2N)cccc1OC | · | 1.6%
COc1ccccc1N1CCN(S(=O)(=O)c2ccc3c4c(cccc24)C(=O)N3C)CC1 | 8.4 | 1.5%
O=C(Nc1ccccc1)Nc1ccncc1 | -3.9 | -1.4%
COc1ccc(OC)c(N(CC(=O)Nc2ccc3c(c2)OCO3)S(=O)(=O)c2ccccc2)c1 | -4.6 | 4.4%
CCOC(=O)c1c(C2COc3ccccc3O2)csc1N (centres undefined) | 6.5 | 4.9%
CN(C)/C=N/c1nc2nccc(-c3ccccc3)n2n1 | 20.7 | -4.4%
CCOC(=O)c1ccc(N=Cc2nc(-c3ccccc3)oc2OC(C)=O)cc1 | 10.6 | 2.0%
CCc1ccc2oc(=O)cc(CN3CCC(C)CC3)c2c1 | 5.8 | -0.2%
C=CCOc1ccc(CNCCc2ccc(S(N)(=O)=O)cc2)cc1 | -4.0 | -5.7%
COC(=O)Cc1nnc(NC(=O)c2ccccc2)s1 | 13.6 | -5.4%
CCOCCOc1nc(C)cc(C)c1S(=O)(=O)c1ccccc1C | 2.3 | -1.3%
Cc1ccccc1N(CC(=O)N/N=C/c1ccc(N(C)C)cc1)C(=O)c1ccccc1 | 4.8 | -2.8%
CC(C)(C)c1nc(CN2CCOCC2)ccc1O | · | -0.2%
CC(=O)c1ccc(N2CCN(C(=O)c3ccco3)C(C)C2)c(F)c1 (centres undefined) | · | 1.5%
COCCNC(=O)c1onc(CSc2cc(C)cc(C)c2)c1C(=O)O | · | 0.4%
CCOC(=O)N(NC(=O)C(O)(c1ccccc1)c1ccccc1)c1ccccc1 | 8.8 | 1.1%
CCOc1cccc2sc(NC(=O)CC)nc12 | · | 4.5%
O=C(CN1CCN(Cc2ccccc2)CC1)Nc1ccc(N2CCOCC2)cc1 | 7.4 | 0.4%
S=c1[nH]nc(-c2ccco2)n1/N=C/c1cccc(Cl)c1Cl | · | 3.1%
CCCCOCCCNC(=O)N[C@@H](CCSC)C(=O)OC | 17.7 | 9.3%

Entries of single compounds from above. Screens in order: Mtb RmlCD inh | GlmU inhibition
Record of CC(=O)c1ccc(N2CCN(C(=O)c3ccco3)C(C)C2)c(F)c1 (centres undefined) = · | 1.5%
Record of S=c1[nH]nc(-c2ccco2)n1/N=C/c1cccc(Cl)c1Cl = · | 3.1%
Record of CCOC(=O)N(NC(=O)C(O)(c1ccccc1)c1ccccc1)c1ccccc1 = 8.8 | 1.1%
Record of CCOc1cccc2sc(NC(=O)CC)nc12 = · | 4.5%
Record of COCCNC(=O)c1onc(CSc2cc(C)cc(C)c2)c1C(=O)O = · | 0.4%

(cont.)
SMILES | Mtb RmlCD inh | GlmU inhibition
O=C(CSc1nc2ccccc2s1)N1c2ccccc2Sc2ccc(Cl)cc21 | -12.0 | ·
CCOC(=O)C1CCN(C(=O)/C=C/c2cccs2)CC1 | -11.5 | -1.8%
CCSc1nnc(NC(=O)c2ccc(Br)s2)s1 | · | 3.8%
Cc1c(NP(=O)(C(C)(C)C)C(C)(C)C)c(=O)n(-c2ccccc2)n1C | 7.5 | -3.0%
O=C(O)c1ccc(N2C(=O)CCCC2=O)cc1 | -12.9 | 1.6%
Cc1ccnc(NS(=O)(=O)c2ccc(NC(=O)C3CCCCC3C(=O)O)cc2)n1 (centres undefined) | · | -2.1%
CCOc1ccccc1C1CC(c2ccc(Cl)cc2)Nc2nc(N)nn21 (centres undefined) | 3.2 | 7.5%
CC1CC(C)CN(S(=O)(=O)c2ccc(C(=O)OCC(=O)NCCN3C(=O)CSC3=O)cc2)C1 (centres undefined) | 6.5 | 2.1%
OC(c1ccccc1)C(CN1CCOCC1)c1ccccc1 (centres undefined) | 7.2 | -2.5%
Cc1ccc(NC(=O)c2ccc(COc3ccc4c(c3)CCC4)cc2)c(C)c1 | -7.2 | 1.8%
Cc1ccc(C(=O)N/N=C/c2nc3ccccc3n2C)cc1 | · | -2.3%
CN(C)S(=O)(=O)c1ccc(C(=O)OCc2ccc([N+](=O)[O-])cc2)cc1 | -11.9 | -3.3%
C(=N\c1nc2ccccc2n1Cc1ccccc1)/c1cccs1 | 2.5 | 8.8%
O=C(c1ccc(CS(=O)(=O)c2c(Cl)cccc2Cl)o1)N1CCCC1 | 5.7 | 0.8%
CCOC(=O)c1c(C)[nH]c(O)c1C=Nc1ccc(C(F)(F)F)cc1 | · | 1.0%
CCOC(=O)C1=C(C)NC(=O)NC1c1cc2c(cc1Br)OCO2 (centres undefined) | -7.7 | 1.0%
FC(F)(F)c1cccc(OCCOCCn2cncn2)c1 | 7.5 | -0.6%
CC(=O)c1cnc2c(-c3ccc(Cl)cc3)cnn2c1C | · | 3.8%
O=S1(=O)N=C(N2CCN(Cc3ccc4c(c3)OCO4)CC2)c2ccccc21 | -3.3 | -6.5%
CC(C)(C)NC(=S)NC(=O)C12CCC3CC(CC(C3)C1)C2 | -11.4 | 0.0%
COC(=O)C1=C(C)C(c2ccc(OC)cc2)NC(=S)N1 (centres undefined) | 81.7 | 2.0%
COc1ccc(C(=O)Sc2ccc(Cl)cc2)cc1OC | -0.7 | ·
CCCCCCCC(=O)NC(Nc1ccc(S(N)(=O)=O)cc1)C(Cl)(Cl)Cl (centres undefined) | -3.2 | -3.7%
CCOC(=O)CSc1n[nH]c(=S)s1 | -5.0 | 3.2%
COC(=O)c1cc(OC)c(OC)cc1N | · | -3.1%
COc1ccc(CNC(=O)c2cccc(-c3ccc(C)c4ccccc34)n2)cc1 | · | -0.8%
Cc1cc(/C=C2\SC(=Nc3ccc(F)cc3)NC2=O)c(C)n1-c1ccc(S(N)(=O)=O)cc1 | -3.3 | 1.3%
O=C(COc1ccc(Br)cc1Br)NC(=S)Nc1cccc(CO)c1 | -13.1 | 2.6%
COc1ccc(C2CC(C)=NN2C=O)cc1OC (centres undefined) | -6.2 | 7.8%
CC(C)(C)n1cccc1/C=C1\C(=O)NC(=O)N(c2ccccc2)C1=O | 4.3 | 5.7%
Cc1ccc(NC(=S)NC(CO)C(O)c2ccc([N+](=O)[O-])cc2)cc1 (centres undefined) | -0.2 | -3.3%

From PubChem BioAssay

These rows are one share of the data, so the mix of outcomes need not match the whole.
